Pol eta inh = DNA polymerase eta (human) inhibition; Q9Y253; recombinant Pol eta, fluorescent DNA replication assay; Potency, µM (doses to about 114 µM), inactives show at the highest dose activity change, negative = inhibition, hits mostly inhibitors; actives 1.2% (n = 390,000); AID 588591; note: potency is the fitted concentration of half-maximal effect; % is set by controls: 0 for no effect and ±100 for the full control effect
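Pol eta at 10 nM preincubated with compounds 15 min at room temperature; reaction started with fluorescent substrate (50 nM final) and read kinetically at 0 and 10 min.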
LDHA inh = blocks human lactate dehydrogenase A. purified LDHA, NADH/diaphorase-resazurin fluorescence; hits give low values. activity change, % (values are at about 110 or 230 µM). actives 0.15% (n = 480,000). AID 1347041; in the data active = activity change below about -30%; inconclusive = mostly about -25% to -30%;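 note: plate controls were DMSO wells for no effect and wells without enzyme for full effect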
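Resorufin fluorescence (ex540/em590), read at 0 and 20 min after diaphorase/resazurin addition, reports the NADH left after a 5 min room-temperature reaction of 2 nM human LDH5 with 0.06 mM NADH and 0.2 mM pyruvate.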
POLI inh = inhibitors of human DNA polymerase iota; Q9UNA4; Pol iota fluorescent replication assay, 10 min; Potency, µM (doses to about 115 µM), for inactives: top-dose activity, negative = inhibition, hits mostly inhibitors; actives 1% (n = 390,000); note: potency is the fitted concentration of half-maximal effect
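Fluorescent replication assay read twice, at 0 min and 10 min after adding 50 nM (final) substrate. Enzyme (10 nM) and compounds were first incubated 15 min at room temperature; enzyme-free buffer wells were negative controls.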
Pol beta inh = inhibitors of human DNA polymerase beta; Pol beta primer extension/strand displacement, fluorescence kinetic; actives 1.3% (n = 340,000); Potency, µM (series often up to 114 µM), inactives show at the highest dose activity change, negative = inhibition, actives largely listed as inhibitors; note: potency is the fitted concentration of half-maximal effect; % is set by controls: 0 for no effect and ±100 for the full control effect
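Preincubation: enzyme (10 nM) with compound, 15 min, RT. Reaction: substrate added to 50 nM final. Reads: 0 and 10 min. Analysis: normalized, Hill fit.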
Apoferritin bind = binds horse apoferritin like a general anesthetic; P02791; apoferritin/1-aminoanthracene competitive binding, fluorescence; Potency, µM (titrated, usually from 77.5 µM), inactives show at the highest dose activity change, negative = displacement, usual class: inhibitors; actives 0.074% (n = 350,000); AID 485281; note: potency is the fitted concentration of half-maximal effect; % is set by controls: 0 for no effect and ±100 for the full control effect; nearly all actives have a fitted effect of over 20% in size
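Apoferritin-based anesthetic binding model; compound displacement of fluorescent 1-AMA measured as endpoint fluorescence after 10 minutes at room temperature, scaled to free-ligand and complex controls.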
BLM helicase inh = inhibitors of human Bloom syndrome helicase BLM. recombinant BLM DNA unwinding, fluorescence dequenching. actives 0.2% (n = 350,000). Potency, µM (highest dose often 56.1 µM), without a hit: top-dose activity change, negative = inhibition, actives largely listed as inhibitors. AID 2528;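 note: potency is the fitted concentration of half-maximal effect; plate controls were vehicle for no effect and no enzyme for full effect; nearly all actives have a fitted effect of over 35% in size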
Target sequence (P54132 whole entry, looked up): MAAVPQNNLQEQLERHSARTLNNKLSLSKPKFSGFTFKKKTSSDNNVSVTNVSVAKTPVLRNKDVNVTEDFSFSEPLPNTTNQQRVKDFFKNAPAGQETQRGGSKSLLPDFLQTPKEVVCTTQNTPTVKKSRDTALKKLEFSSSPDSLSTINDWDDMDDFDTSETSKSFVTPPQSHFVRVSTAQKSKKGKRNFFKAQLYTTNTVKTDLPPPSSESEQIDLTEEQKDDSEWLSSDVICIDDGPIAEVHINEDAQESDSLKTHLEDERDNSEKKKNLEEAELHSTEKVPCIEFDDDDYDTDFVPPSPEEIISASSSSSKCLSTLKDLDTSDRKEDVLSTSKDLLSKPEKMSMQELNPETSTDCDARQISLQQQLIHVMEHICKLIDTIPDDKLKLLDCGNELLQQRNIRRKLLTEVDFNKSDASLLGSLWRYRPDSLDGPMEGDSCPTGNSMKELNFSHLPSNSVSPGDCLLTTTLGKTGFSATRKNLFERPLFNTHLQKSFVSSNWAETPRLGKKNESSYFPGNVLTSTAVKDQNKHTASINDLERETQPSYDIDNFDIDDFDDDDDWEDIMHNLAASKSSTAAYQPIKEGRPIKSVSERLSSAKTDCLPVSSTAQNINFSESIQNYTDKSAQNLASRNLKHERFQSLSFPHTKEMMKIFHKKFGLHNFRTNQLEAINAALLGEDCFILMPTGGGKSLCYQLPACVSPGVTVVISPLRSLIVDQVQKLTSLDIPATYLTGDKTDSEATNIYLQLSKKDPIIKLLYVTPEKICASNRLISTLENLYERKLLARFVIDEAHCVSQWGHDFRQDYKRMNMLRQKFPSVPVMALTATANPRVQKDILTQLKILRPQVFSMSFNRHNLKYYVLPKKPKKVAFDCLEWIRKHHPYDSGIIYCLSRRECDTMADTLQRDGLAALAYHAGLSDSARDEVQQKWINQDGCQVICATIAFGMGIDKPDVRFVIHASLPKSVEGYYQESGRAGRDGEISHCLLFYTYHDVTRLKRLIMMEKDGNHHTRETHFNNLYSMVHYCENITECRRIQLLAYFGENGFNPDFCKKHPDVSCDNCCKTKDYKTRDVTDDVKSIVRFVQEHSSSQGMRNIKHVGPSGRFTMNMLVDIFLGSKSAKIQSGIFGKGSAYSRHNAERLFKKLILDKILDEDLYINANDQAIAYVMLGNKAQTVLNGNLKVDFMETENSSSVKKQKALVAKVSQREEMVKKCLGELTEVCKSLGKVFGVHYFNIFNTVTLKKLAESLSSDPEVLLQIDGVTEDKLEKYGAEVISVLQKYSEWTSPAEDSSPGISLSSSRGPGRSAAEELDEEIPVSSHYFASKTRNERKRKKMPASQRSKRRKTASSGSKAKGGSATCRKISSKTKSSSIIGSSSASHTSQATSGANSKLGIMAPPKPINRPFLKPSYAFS
APE1 inh = blocks human APE1 abasic DNA cleavage; P27695; recombinant APE1, TAMRA/BHQ-2 abasic DNA cleavage fluorescence; Potency, µM (doses to about 65.8 µM), without a hit: at the top dose activity change, negative = inhibition, actives largely listed as inhibitors; actives 0.35% (n = 350,000); AID 2517;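 note: potency is the fitted concentration of half-maximal effect; plate controls were vehicle for no effect and reference inhibitor for full effect; nearly all actives have a fitted effect of over 55% in size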
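APE1 at 0.75 nM final was preincubated with compound 15 min at room temperature, then 50 nM double-stranded THF abasic-site substrate (5'-TAMRA/3'-BHQ-2) was added. Fluorescence (ex 525/em 598 nm) was read kinetically; third-minus-first read gave activity.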
GRP78 ERSR act = induces the endoplasmic reticulum stress response in human glioma cells; U87-MG GRP78 promoter luciferase reporter, 16 h; Potency, µM, for the others: at the highest dose activation, most hits filed as activators; actives 0.02% (n = 420,000); note: potency is the fitted concentration of half-maximal effect; series mostly up to about 76 µM; % of control where 0% means no effect; nearly all actives have a fitted effect of over 35% in size
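Stably transfected U87-MG glioma cells carrying a GRP78-based luciferase sensor; 16 h compound incubation. Luminescence end-point read 10 min after Bright-Glo addition at room temperature.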
POLK inh = DNA polymerase kappa (human) inhibition. purified Pol kappa, fluorescent DNA synthesis assay, 10 min. Potency, µM (top dose mostly 107 µM), for inactives: at the top dose activity, negative = inhibition, usual class: inhibitors. actives 0.53% (n = 400,000). AID 588579; note: potency is the fitted concentration of half-maximal effect; % is set by controls: 0 for no effect and ±100 for the full control effect
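10 nM Pol kappa was preincubated with compounds for 15 min at room temperature. Reaction started with 50 nM (final) substrate. Fluorescence read kinetically at 0 and 10 min.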
Starred values were filed as active, the others as inactive; ? = inconclusive; · = not tested or not shown; & = joins results of further samples; [ ] = dose if it differs, or a comment. Unless noted, calls come from the whole dose curve; as a rule, active = well fitted curve in the direction sought with a large enough effect; inconclusive = small, poorly fitted or top-dose-only effect, or another doubt; inactive = no such curve, though single readings can be large; an effect the other way counts as inactive or inconclusive. An excerpt; count on the stated rates, not on these rows.

SMILES	Pol eta inh	LDHA inh	POLI inh	Pol beta inh	Apoferritin bind	BLM helicase inh	APE1 inh	GRP78 ERSR act	POLK inh
CC(=O)C1=C(C)NC(SCC(=O)c2ccc(Cl)cc2)=C(C#N)C1c1ccco1 (stereo unspecified)	-10%	9	41%[activator]	23%	?	-23%	-7%	2%	-20%
CC(NC(=O)COc1ccc(Br)cc1)C(=O)O (stereo unspecified)	-12%	-7	16%	-4%	1%	-2%	2%	-2%	-3%
COc1ccccc1C(=O)Nc1ccccc1C(=O)OCc1cc(=O)n2c(C)csc2n1	-10%	0	-10%	9%	-4%	0%	·	-1%	3%[60.1 µM]
Cc1ccc(S(=O)(=O)NCC(=O)OCC(=O)c2cccs2)cc1	13%	-5	1%	23%	-2%	1%	7%	-5%	-1%
CN(C)c1ccncc1C(=O)Nc1ccc(F)cc1F	7%	-7	37%[activator]	-2%	0%	0%	27%	-3%	-8%
CC1CCC(Nc2nc3c(-c4ccc(Cl)cc4)nnn3c3ccccc23)CC1 (stereo unspecified)	-15%	2	25%	4%	-2%	-8%	·	-2%	-14%
CC(=O)NCCC(=O)Nc1nc(-c2ccc3ccccc3c2)cs1	-6%	-1	15%	4%	-3%	-1%	38%	1%	-5%
COc1cccc(OC)c1C(=O)NC(=S)Nc1ccc2oc(=O)ccc2c1	-3%	-4	14%	1%	-6%	5%	4%	-5%	5%
Cc1ccc(C)c(N2C(=O)CC(Cc3ccccc3)C2=O)c1 (stereo unspecified)	-4%	-3	18%	3%	-3%	0%	29%	4%	-8%
Cc1cc(C)c[n+](-c2[nH]c(=O)sc2/C=N/N=C(\[O-])c2cccnc2)c1	-1%	0	-13%	-14%	-6%	-9%	-9%	-2%	-18%
COc1ccccc1C(=O)OCC(=O)NC(=O)NC1CCCC1	-9%	0	15%	·	·	·	25%	-4%	-7%
O=C1CN(C(=O)CSc2nc(-c3ccccc3)cs2)c2ccccc2N1	-21%	-5	23%	13%	-6%	1%	-1%	-5%	-7%
CC1CCCC(NC(=O)COC(=O)COc2ccc(Cl)cc2)C1C (stereo unspecified)	-8%	-3	-15%	32%	?	-3%	1%	-5%	10%
CC(C)CCNC(=O)c1cccc(-n2cnc3cccnc32)c1	-12%	-2	5%	-2%	61%[activator]	0%	·	-2%	-13%
Cc1ccc(S(=O)(=O)/C(C#N)=C/c2c(N3CCOCC3)nc3ccccn3c2=O)cc1	-20%	-2	26%	0%	?	-6%	-11%	-5%	-14%
COCCC(=O)N1CCCC(C(=O)c2ccc(C(F)(F)F)cc2)C1 (stereo unspecified)	-17%	1	19%	4%	6%	-2%	0%	3%	4%
COc1ccc(OC)c(NC(=O)CCC(=O)Nc2nnc(C(F)(F)F)s2)c1	-7%	-2	-8%	38%	-18%	-2%	14%	-5%	-9%
COc1ccccc1Oc1ccc(N2CC(C(=O)OCC(=O)c3ccccc3)CC2=O)cc1 (stereo unspecified)	-10%	-3	13%	30%	-24%	-5%	-15%	-1%	-3%
CC(C)CCn1cnc2c1c(=O)[nH]c(=O)n2Cc1ccccc1	-3%	-6	1%	0%	-5%	0%	-5%	8%	-14%
CCN1CCN(CCCNC(=O)c2cn(CCOC)c(=O)c3c2c2ccccc2n3C)CC1	-6%	4	-13%	-5%	2%	3%	0%	-4%	3%
CCN(CC)CCN1C(=O)C(O)=C(C(=O)c2cccs2)C1c1ccc(C)o1 (stereo unspecified)	7%	7	?	16%	-2%	-9%	1%	-3%	-17%
Cc1ccccc1NC(=O)c1cccc(NC(=O)c2ccccc2C(=O)O)c1	-18%	-5	52%[activator]	·	·	·	·	-3%	0%
CCOc1cc(CNCC(O)c2ccccc2)cc(Cl)c1OC (stereo unspecified)	-16%	-2	0%	8%	-9%	-2%	-1%	-5%	8%[60.1 µM]
CNC(=O)C1CCC(Cn2c(=O)c3sccc3n(CC(=O)NCc3ccc(C)cc3)c2=O)CC1 (stereo unspecified)	-3%	6&0	-17%	-1%	-15%	4%	·	-2%	-8%
COc1ccccc1OCCCn1c(C)c(C#N)c2ccccc21	0%	-8	?	?	16%	-7%	?	-3%	-7%

Not a retest: 2 of the compounds above.
SMILES	Pol eta inh	LDHA inh	POLI inh	Pol beta inh	Apoferritin bind	BLM helicase inh	APE1 inh	GRP78 ERSR act	POLK inh
CCN(CC)CCN1C(=O)C(O)=C(C(=O)c2cccs2)C1c1ccc(C)o1 (stereo unspecified)	7%	7	?	16%	-2%	-9%	1%	-3%	-17%
Cc1ccccc1NC(=O)c1cccc(NC(=O)c2ccccc2C(=O)O)c1	-18%	-5	52%[activator]	·	·	·	·	-3%	0%

Returning to the listing with the 5 entries that preceded the break.
SMILES	Pol eta inh	LDHA inh	POLI inh	Pol beta inh	Apoferritin bind	BLM helicase inh	APE1 inh	GRP78 ERSR act	POLK inh
CCN(CC)CCN1C(=O)C(O)=C(C(=O)c2cccs2)C1c1ccc(C)o1 (stereo unspecified)	7%	7	?	16%	-2%	-9%	1%	-3%	-17%
Cc1ccccc1NC(=O)c1cccc(NC(=O)c2ccccc2C(=O)O)c1	-18%	-5	52%[activator]	·	·	·	·	-3%	0%
CCOc1cc(CNCC(O)c2ccccc2)cc(Cl)c1OC (stereo unspecified)	-16%	-2	0%	8%	-9%	-2%	-1%	-5%	8%[60.1 µM]
CNC(=O)C1CCC(Cn2c(=O)c3sccc3n(CC(=O)NCc3ccc(C)cc3)c2=O)CC1 (stereo unspecified)	-3%	6&0	-17%	-1%	-15%	4%	·	-2%	-8%
COc1ccccc1OCCCn1c(C)c(C#N)c2ccccc21	0%	-8	?	?	16%	-7%	?	-3%	-7%
Cc1cc2c(c(=O)n1Cc1ccccc1)C1O[C@](CCCCN3C(=O)c4ccccc4C3=O)(Cc3cc(C#N)ccc31)O2	·	·	·	35%[22.9 µM]	-17%[15.3 µM]	-3%[12.4 µM]	20%[12.4 µM]	·	·
COc1ccc([N+](=O)[O-])cc1C1NN=C(c2cccc3ccccc23)S1 (stereo unspecified)	-11%	0	21%	-2%	-11%	-4%	3%	0%	-5%
Cc1ccc(-n2ncc(C(=O)O)c2C2CCN(C(=O)OC(C)(C)C)CC2)cc1	-10%	-5	29%	25%	-15%	-5%	-3%	-1%	-1%
CCC(C)NC(=O)c1nn(C)c(=O)c2ccccc12 (stereo unspecified)	-14%	-2	48%[activator]	-12%	-6%	1%	-4%	-2%	4%
CCN1C(=NCCCOC(C)C)N[C@@H](c2ccccc2)[C@H](C(=O)OC)[C@H]1C	1%	-15	0%	7%	-9%	-3%	-3%&-12%	-4%	-4%
COc1ccccc1Oc1ccc(NC(=O)c2ccccc2C)cc1	-15%	1	-14%	16%	-5%	-8%	-5%	6%	9%
CCn1c2ccccc2c2cc(CNCc3ccc(OC)cc3OC)ccc21	-26%	-7	39%[activator]	?	?	37%[activator]	5%	-14%	0%
O=c1[nH]c(Nc2ccc3c(c2)OCCO3)nnc1Cc1ccc(Cl)cc1	-2%	-12	7%	-6%	-4%	-1%	2%	-1%	-17%
CC(=O)OCC(COC(C)=O)OC(C)=O	-5%	-7	22%	·	-7%	-9%&4%	-4%&1%&3%	0%&-4%&-5%	-13%
O=C(O)CCC(=O)NNC(=O)c1ccc(-c2ccccc2)cc1	-13%	1	-10%	3%	-5%	2%	-6%	-4%	-1%
O=C(CCC(=O)Nc1ccccc1)NNC(=O)C(c1ccccc1)c1ccccc1	2%	-11	7%	3%	-6%	3%	2%	-4%	-7%
CCOc1ccc(CCNC(=O)CCn2c(=O)c3cccn3c3ccc(F)cc32)cc1	-10%	-10	15%	0%	-9%	-2%	·	-2%	5%
O=C(CNCc1ccccc1Cl)NCc1ccco1	-11%	-22	23%	-8%	-4%	-3%	4%	-1%	0%
COc1cc(/C=C/c2nnc3c4ccccc4ncn23)cc(OC)c1OC	-14%	-4	-2%	?	-3%	-11%	8%	-1%	-20%
CC(C)OC(=O)Cn1c(=O)sc2ccccc21	9%	-16	5%	21%	-12%	-1%	1%	-2%	4%
Cc1cc(N2CCN(C)CC2)ccc1NC(=O)c1cccc(S(=O)(=O)N2CCc3ccccc3C2)c1	-22%	-2	82%[activator]	-8%	?	4%	0%	-13%	-10%
NC1CCN(O)C1=O (stereo unspecified)	-5%[57.1 µM]	·	-10%[58.9 µM]	-1%[57.1 µM]	·	·	-5%	-2%	2%[60.1 µM]
COc1ccc(C(=O)CC2(O)C(=O)N(Cc3ccccc3Cl)c3ccccc32)cc1 (stereo unspecified)	-22%	-2	3%	1%	?	-13%	·	-3%	-5%
CCN(CC)CCN(C(=O)c1ccc2ccccc2c1)c1nc2ccc(OC)cc2s1	-8%	0	-25%	3%	-8%	3%	7%	-3%	3%

Some of these compounds in order of their number in POLI inh, descending.
Structure	Pol eta inh	LDHA inh	POLI inh	Apoferritin bind	BLM helicase inh	APE1 inh	GRP78 ERSR act	POLK inh
Cc1ccc(C)c(N2C(=O)CC(Cc3ccccc3)C2=O)c1 (stereo unspecified)	-4%	-3	18%	-3%	0%	29%	4%	-8%
COc1ccccc1Oc1ccc(N2CC(C(=O)OCC(=O)c3ccccc3)CC2=O)cc1 (stereo unspecified)	-10%	-3	13%	-24%	-5%	-15%	-1%	-3%
O=C(CCC(=O)Nc1ccccc1)NNC(=O)C(c1ccccc1)c1ccccc1	2%	-11	7%	-6%	3%	2%	-4%	-7%
COc1ccc(C(=O)CC2(O)C(=O)N(Cc3ccccc3Cl)c3ccccc32)cc1 (stereo unspecified)	-22%	-2	3%	?	-13%	·	-3%	-5%
COc1ccccc1Oc1ccc(NC(=O)c2ccccc2C)cc1	-15%	1	-14%	-5%	-8%	-5%	6%	9%
CC1CCCC(NC(=O)COC(=O)COc2ccc(Cl)cc2)C1C (stereo unspecified)	-8%	-3	-15%	?	-3%	1%	-5%	10%
